Screening data as filed in PubChem BioAssay.
RXFP1 antag: RXFP1 (human) relaxin receptor antagonism. Q9HBX9. HEK293-RXFP1, relaxin-stimulated cAMP HTRF, 30 min; stronger effect = lower value. activity change, negative = inhibition, % at 57.5 µM. 350,000 tested, 0.59% active. AID 1259400;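 active = activity change of -60% or lower, but not beyond a set lower limit; inconclusive = change between -60% and -40%, or beyond the set limit; inactive = change above -40%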; note: % is set by controls: 0 for no effect and ±100 for the full control effect
D2 antagonist: D2 dopamine receptor (human) antagonism; HEK293 TREx D2 cells, calcium flux, dopamine EC80; AID 485344; P14416; inhibition, % at 10 µM; 340,000 tested, 2% active; in the data active = inhibition above about 30%; note: 0% is about no effect
Target sequence (P14416 whole entry, looked up): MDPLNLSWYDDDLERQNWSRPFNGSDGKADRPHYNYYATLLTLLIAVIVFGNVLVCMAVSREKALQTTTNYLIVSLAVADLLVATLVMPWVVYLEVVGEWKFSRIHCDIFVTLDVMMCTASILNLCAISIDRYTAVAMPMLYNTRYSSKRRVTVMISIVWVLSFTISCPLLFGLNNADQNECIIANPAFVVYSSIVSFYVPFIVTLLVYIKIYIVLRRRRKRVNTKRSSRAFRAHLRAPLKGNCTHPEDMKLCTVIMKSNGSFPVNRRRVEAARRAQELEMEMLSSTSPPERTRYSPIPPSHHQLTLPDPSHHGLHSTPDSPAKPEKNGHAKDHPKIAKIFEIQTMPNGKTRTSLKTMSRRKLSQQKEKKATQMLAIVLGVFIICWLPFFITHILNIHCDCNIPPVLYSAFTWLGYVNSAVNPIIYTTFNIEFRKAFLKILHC
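Dopamine at EC80 is the agonist stimulus; test compounds precede it by 180 s. Calcium flux read kinetically in a force-coupled, inducible HEK293 T-REx D2 cell line.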
D2 agonist: agonists of human D2 dopamine receptor; activation, % at 2 µM; P14416; HEK293 T-REx D2 cells, calcium flux agonist mode; 340,000 tested, 0.53% active;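 active = activation over 3 SD above normal in the single-dose calcium agonist read, cut at about 30% in these data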; note: 0% is about no effect
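Tetracycline-induced HEK293 Trex cells with D2 receptor force-coupled to calcium signaling, plated overnight at 30 C and loaded with no-wash calcium dye. Calcium flux read kinetically for 180 s after compound addition; responses flag agonists.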
TRHR PAM: TRH receptor (human) allosteric enhancement; AID 493056; enhancement, % at 2 µM; TRHR cells, fluo-8 calcium fluorescence, EC20 TRH enhancement; 360,000 tested, 0.66% active; P34981; in the data active = enhancement above about 30%; note: 0% is about no effect
Target sequence (P34981 whole entry, looked up): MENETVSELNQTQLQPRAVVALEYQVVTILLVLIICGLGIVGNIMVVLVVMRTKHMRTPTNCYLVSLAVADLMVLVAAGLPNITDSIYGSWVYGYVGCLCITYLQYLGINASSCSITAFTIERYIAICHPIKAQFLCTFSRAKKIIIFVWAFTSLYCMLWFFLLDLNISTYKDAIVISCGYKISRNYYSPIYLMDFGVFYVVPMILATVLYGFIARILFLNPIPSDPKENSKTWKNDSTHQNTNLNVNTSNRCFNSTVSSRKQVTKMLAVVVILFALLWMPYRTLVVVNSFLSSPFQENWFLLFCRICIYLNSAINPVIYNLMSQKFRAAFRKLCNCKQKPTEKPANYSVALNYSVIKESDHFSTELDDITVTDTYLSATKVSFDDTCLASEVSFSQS
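TRHR-expressing cells loaded with fluo-8 calcium dye were read kinetically (ex 480/em 530) during compound addition, then stimulated with an EC20 of TRH (10 nM final). Enhancement of the Gq-mediated intracellular calcium response was scored.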
D1 potentiator: human D1 dopamine receptor positive modulation; HEK293 TREx D1 cells, calcium flux, dopamine EC20 potentiation; potentiation, % at 10 µM; 360,000 tested, 0.036% active; in the data active = potentiation above about 30%; note: 0% is about no effect
D2 potentiator: D2 dopamine receptor (human) potentiation; P14416; HEK293 T-REx D2, calcium flux, EC20 dopamine potentiation; potentiation, % at 10 µM; 340,000 tested, 0.34% active;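 active = potentiation over 3 SD above the plate norm, cut at about 30% in these data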; note: 0% is about no effect
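Potentiation of an EC20 dopamine calcium response is measured in a force-coupled, tetracycline-inducible Hek293 Trex D2 line. Compound-only kinetic reads over 180 s flag agonists before dopamine addition.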
TRHR agonist: TRH receptor (human) agonism; P34981; TRHR cells, calcium flux fluo-8, FDSS agonist mode; activation, % at 2 µM; 360,000 tested, 0.18% active; note: 0% is about no effect
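In this calcium-flux screen, cells bearing human TRHR are dye-loaded with fluo-8, baselined for 10 cycles, then exposed to library compounds; positive kinetic calcium responses during the agonist phase mark hits, with TRH as control.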
D1 agonist: activates the human D1 dopamine receptor. AID 504660. P21728. activation, % at 2 µM. 360,000 tested, 1% active. HEK293 T-REx D1 cells, calcium flux, agonist mode; note: 0% is about no effect
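Inducible HEK293 T-REx D1 cells, force-coupled to calcium signalling, were plated at 4000 cells/well with tetracycline and held overnight at 30 C. After no-wash calcium dye loading, compound-evoked calcium rise over 180 s flagged agonists.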
D1 antag: human D1 dopamine receptor antagonism. AID 504652. 360,000 tested, 3.2% active. P21728. HEK293 TREx D1 cells, calcium flux, dopamine EC80; stronger effect = lower value. activity change, negative = inhibition, % at 10 µM; in the data active = activity change below about -30%; note: % is set by controls: 0 for no effect and ±100 for the full control effect
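HEK293 T-REx cells expressing inducible, force-coupled D1 receptor; no-wash Ca dye, 30–90 min RT. Cmpd → 180 s read at 1 Hz → EC80 DA → 180 s read.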
Active calls of the source: *; ? = inconclusive; · = not tested or not shown; & = joins results of further samples. Cut-off read from the data, not from the text of the source, unless noted: active = activation above about 30%; inactive = the rest. Hits appear at their usual frequency; any-hit rate near 7.3%.

compound,RXFP1 antag,D2 antagonist,D2 agonist,TRHR PAM,D1 potentiator,D2 potentiator,TRHR agonist,D1 agonist,D1 antag
Cc1[nH]c2ccccc2c1/C=N/NC(=O)CNC(=O)c1ccccc1,10,-7,-0.2,-4,5,-25,0.0,1,-6
OCC(CBr)(CBr)CBr,·,-1,0.1,-1,-4,-7,0.6,4,·
COc1ccc(NS(=O)(=O)c2ccc(O)c(C(=O)OCC(=O)NC(C)C3CC4CCC3C4)c2)cc1 (configuration not stated),-13,9,-0.5,0,6,0,0.7,11,14
CCOC(=O)c1c(C)[nH]c(C(=O)CN2CCN(CC)CC2)c1C,-3,4,-0.3,1,0,2,0.5,4,8
COc1ccc(S(=O)(=O)N2CCCN(CC(=O)Nc3cc(NC(C)=O)ccc3OC)CC2)cc1,1,18,0.2,7,-3,2,-0.1,-1,-4
COc1ccc(OCC(O)Cn2c(NCCO)nc3c2c(=O)n(C)c(=O)n3C)cc1 (configuration not stated),-12,·,0.6,0,-1,-13,-0.4,0,-8
CN(C)S(=O)(=O)c1ccc(N2C(=O)CC2(/C=C/c2ccccc2)C(=O)NC2CCCC2)cc1 (configuration not stated),-20,·,·,-2,-4,·,0.4,3,-2
COC(=O)c1ccc(NC(=O)CN2CCN(S(=O)(=O)c3cc(Cl)ccc3OC)CC2)cc1,-10,-21,2.4,0,-6,16,-1.9,38*,2
O=C(Nc1ccn(Cc2ccccc2)n1)c1cccc(Cn2cc([N+](=O)[O-])cn2)c1,21,·,·,-2,-7,·,0.9,13,-13
CSCC[C@H](NC(=O)c1cc([N+](=O)[O-])ccc1Cl)c1nc2ccccc2[nH]1,9,3,-1.2,-11,-5,-14,-1.5,0,1
CC(=O)OCC(=O)[C@H]1CC[C@H]2[C@@H]3CC=C4C[C@@H](O)CC[C@]4(C)[C@H]3CC[C@]12C,·,18,4.8,6,1,9,0.4,3,-13
COc1ccccc1NC(=O)C(=O)c1cc(C)n(-c2ccccc2F)c1C,-30,·,-1.6,1,-2,-11,0.5,2,-6

compound,RXFP1 antag,D2 antagonist,D2 agonist,TRHR PAM,D1 potentiator,D2 potentiator,TRHR agonist,D1 agonist,D1 antag
Cc1cccc(OCC(=O)NC(Cc2ccccc2)C(=O)O)c1 (configuration not stated),·,-5,0.4,-8,-4,-1,0.4,7,9
COc1ccc2c(c1)C(SCC(=O)NCc1ccccc1)CC(C)(C)O2 (configuration not stated),·,-13,-0.4,0,-2,16,-0.5,-3,5
CCC(=O)Nc1ccc(C(=O)NNC(=O)c2ccc([N+](=O)[O-])cc2)cc1,8,2,1.6,3,0,18,0.0,3,-1
O=C(CNC(=O)c1ccc(Cl)cc1)OCc1nc2ccccc2s1,-13,-23,1.2,3,-4,-8,1.2,0,-9
Cc1cc(C)cc(NC(=O)c2cc(CN3CCCC3)on2)c1,-22,·,·,6,-2,·,-0.2,0,6
COc1ccc(C(=O)n2nc(-c3ccco3)nc2NCc2cccs2)cc1OC,-10,·,5.1,-5,3,17,1.4,8,2
OCCN(CCO)c1nc(N2CCCCC2)c2nc(N(CCO)CCO)nc(N3CCCCC3)c2n1,20,22,42*,13,8,-10,106*,319*,-39*
CCCn1c(SCC(=O)Nc2ccc3c(c2)OCCO3)nnc1-c1ccco1,9,9,0.1,4,-2,11,-0.2,2,-4
O=C(CC1SC(=O)NC1=O)Nc1ccc(Cl)cc1 (configuration not stated),-36,30,-0.6,-4,0,-11,0.8,-2,-5
COc1ccc(-n2nnnc2SCC(=O)Nc2ccccc2)cc1,1,·,·,6,-4,·,0.1,4,3
COc1cc(NC(=S)NC(=O)c2ccccc2C)ccc1NC(=O)c1cccs1,-6,-7,-0.6,-7,-5,-4,0.0,4,-3
Cc1ccc(NC(=O)CCCn2c(=O)c3cccn3c3ccccc32)c(C)c1,-32,·,1.2,20,0,-7,-0.1,-2,-14

compound,RXFP1 antag,D2 antagonist,D2 agonist,TRHR PAM,D1 potentiator,D2 potentiator,TRHR agonist,D1 agonist,D1 antag
Cc1cc(S(=O)(=O)NC2CCCCC2)ccc1OCC(=O)NCc1ccccn1,-5,-15,-0.8,-4,-6,5,-1.8,9,-16
Cc1ccnc(NS(=O)(=O)c2cccc3nsnc23)c1,-5,-5,1.2,-2,-7,1,-0.1,2,-10
O=C(Nc1c(Cl)cccc1Cl)C1CCC1,10,0,-0.3,4,-5,-9,-0.3,0,2
CCCCn1c(N)c(N(CCC(C)C)C(=O)c2cc(-c3ccco3)nc3ccccc23)c(=O)[nH]c1=O,3,·,·,1,-9,·,-0.3,1,2
Cc1ccc(CNC(=O)CN2C(=O)CSc3ccc(S(=O)(=O)N4CCCCC4)cc32)cc1,10,7,-0.8,-9,-4,-8,-1.4,2,2
Cc1nn(C(C)C(=O)NCc2ccccc2Cl)c(=O)c2c1sc1ccccc12 (configuration not stated),-5,-8,-2.5,1,-6,7,0.0,1,-3
O=C(COc1ccc2ccccc2c1)Nc1nc2ccccc2[nH]1,-12,-2,-0.4,1,-3,15,0.3,1,·
Cc1ccc(-c2noc(COc3ccc4c(c3)OCO4)n2)cc1,-12,-4,-0.4,-1,-8,-13,0.2,0,-4
C=CCc1cccc(/C=N/c2ncn[nH]2)c1O,-9,-1,1.1,5,-3,5,0.7,2,-18
COc1cc(N/C=C(\C(C)=O)c2ccccc2)cc(OC)c1,·,·,·,0,-6,·,-0.9,4,-6
C/C(=N\NS(=O)(=O)c1ccc(C)cc1)c1ccc(Br)s1,24,-4,0.0,-11,-3,18,-0.6,4,-11
COc1ccc(/C=C2/SC(=S)N(CCCC(=O)Nc3ccccc3C(=O)O)C2=O)cc1,-4,14,-0.4,2,-4,8,-0.3,3,-9

compound,RXFP1 antag,D2 antagonist,D2 agonist,TRHR PAM,D1 potentiator,D2 potentiator,TRHR agonist,D1 agonist,D1 antag
Cc1ccc(CSC2=Nc3ccccc3C3=NC(CCC(=O)NCCc4ccccc4)C(=O)N23)cc1 (configuration not stated),-12,·,-0.1,-3,1,-1,0.0,2,27
COc1cc(OC)c(OC)cc1CNC(=O)c1ccc(COc2ccccc2)cc1,-11,0,-0.1,-1,-14,2,-0.9,7,-19
CN(C)c1ccc(CNC(=O)c2cnc3sc(N4CCOCC4)nn3c2=O)cc1,-11,·,·,2,-3,-4,0.2,1,-9
O=c1oc(-c2cccs2)nc2ccc(Br)cc12,-4,-24,-1.1,6,-5,6,-0.6,3,-14
C=CCNc1nc(C(=O)OCC(=O)Nc2c(Cl)cccc2C(F)(F)F)cs1,-10,36*,-0.2,16,7,-4,-0.1,0,14
NC(N)=N/N=C/c1ccc2cccc(OCc3ccccc3)c2n1,-31,1,-0.5,3,-6,5,0.1,2,-1
COc1ccc(CCN2C(=S)N(C)C(=O)C2CC(=O)Nc2ccc(F)cc2)cc1 (configuration not stated),-16,6,2.0,4,-3,14,1.8,13,-2
CCCc1c(C(=O)N/N=C/c2cccc3ccccc23)nnn1-c1nonc1N,-11,8,0.5,-1,-3,-14,0.2,7,4
O=C(O)c1ccccc1C(=O)c1ccc(Br)s1,5,-7,1.5,-4,2,7,0.1,3,-34*
O=C(CNCc1cccs1)Nc1cc(S(=O)(=O)N2CCCC2)ccc1Cl,9,13,58*,4,0,-18,-1.2,11,-21
COc1ccc(N2CCN(Cc3nc4c(c(=O)[nH]c(=O)n4C)n3Cc3cccc(Cl)c3)CC2)cc1,·,-1,0.3,0,-9,0,-0.6,1,10
Cn1nnc(NC(=S)NC(=O)c2cccs2)n1,-5,24,1.1,-1,-3,22,0.4,4,-2

compound,RXFP1 antag,D2 antagonist,D2 agonist,TRHR PAM,D1 potentiator,D2 potentiator,TRHR agonist,D1 agonist,D1 antag
Cc1ccc(N(CC(=O)Nc2c(C)n(C)n(-c3ccccc3)c2=O)S(C)(=O)=O)cc1C,-1,-5,-0.8,9,-3,-2,-0.5,5,-1
Cc1nc2nc(CNC(=O)OC(C)(C)C)nn2c(C)c1CCC(=O)NCc1ccccc1Cl,-2,·,0.1,-6,1,-5,0.4,1,2
O=C(CSc1ccc(-c2ccco2)nn1)N1CCCC1,15,-2,0.2,-5,4,-4,0.1,-2,1
O=C(OCc1ccccc1Cl)C1CC(=O)N(Cc2ccco2)C1 (configuration not stated),-5,-14,1.2,10,4,-3,-0.6,2,-9
CC(OC(=O)Cc1c[nH]c2ccccc12)C(=O)Nc1ccccc1F (configuration not stated),-13,-3,-0.1,3,-5,0,0.2,1,-24
Cc1csc2c(N3CCN(C(=O)Nc4ccc(OC(F)(F)F)cc4)CC3)ncnc12,-19,-53,0.7,6,-3,7,-0.7,2,17
Cc1ncc([N+](=O)[O-])n1CCOC(=O)c1ccccc1,-7,-5,-0.3,-9,-4,2,-1.0,2,-1
CC1=CC(C)(C)NC(=S)N1c1ccccc1C,-13&14,12,0.0,-1,-2,1,0.2,5,-18
Cc1ccc(C(=O)N/C(=C/c2ccco2)C(=O)Nc2cccc(C(=O)O)c2)cc1,-7,·,·,1,1,·,-1.2,6,1
NS(=O)(=O)c1ccc(CNC(=O)c2ccc(S(=O)(=O)C(F)F)cc2)cc1,-8,8,1.3,3,-2,0,0.8,0,-10
CC(=O)c1sc(NCCOc2ccc(C)cc2)nc1C,1,·,·,-2,1,·,-3.7,4,-6
Cc1ccn2c(=O)nc(SCC(=O)NCc3ccccc3)nc2c1,0,-2,5.2,-3,-4,-5,0.2,1,-2

compound,RXFP1 antag,D2 antagonist,D2 agonist,TRHR PAM,D1 potentiator,D2 potentiator,TRHR agonist,D1 agonist,D1 antag
CCOc1ccc(NC(=O)C2CCN(S(=O)(=O)c3ccc4c(c3)NC(=O)C(C)S4)CC2)cc1 (configuration not stated),-11,-8,-1.0,-12,-3,-7,-0.6,1,-8
C=CCn1c(=O)c2ccc(C(=O)NCc3ccccc3)cc2n(Cc2ccc(Cl)cc2)c1=O,-13,4,0.2,-2,5,10,-0.5,0,-5
COc1ccccc1C(=O)NNC(=O)c1ccccc1F,10,24,1.0,11,0,10,1.0,1,11
COc1ccccc1OCc1cc(C(=O)N2CCN(C)C(c3ccccc3)C2)no1 (configuration not stated),-8,-13,0.6,-5,5,8,-0.8,4,-7
O=C(c1ccco1)N1CCN(C(=O)c2cccs2)CC1,-4,-5,0.0,3,7,-4,0.8,4,-5
Cc1noc(C)c1CS(=O)(=O)Cc1ccc(Cl)cc1,-7,-8,0.9,9,2,-3,0.3,2,2
O=C(Nc1ccc(S(=O)(=O)N2CCCCC2)cc1)c1ccccc1Cl,3,-3,-0.2,-5,-1,-10,0.3,7,-4
Cc1onc(-c2ccccc2Cl)c1-c1nc(-c2ccncc2)no1,-4,-1,-1.6,4,2,4,-2.5,3,9
Nc1nonc1-n1nnc(C(=O)N/N=C/c2cccc(F)c2)c1-c1ccc2c(c1)OCO2,?,-15,-0.2,7,1,3,1.0,14,5

Record cards, as listed above.
Record of `Cc1onc(-c2ccccc2Cl)c1-c1nc(-c2ccncc2)no1` → RXFP1 antag = -4; D2 antagonist = -1; D2 agonist = -1.6; TRHR PAM = 4; D1 potentiator = 2; D2 potentiator = 4; TRHR agonist = -2.5; D1 agonist = 3; D1 antag = 9
Record of `Cc1noc(C)c1CS(=O)(=O)Cc1ccc(Cl)cc1` → RXFP1 antag = -7; D2 antagonist = -8; D2 agonist = 0.9; TRHR PAM = 9; D1 potentiator = 2; D2 potentiator = -3; TRHR agonist = 0.3; D1 agonist = 2; D1 antag = 2
